RECQ1 inh = qHTS Assay for Inhibitors of RecQ-Like Dna Helicase 1 (RECQ1). RECQ1 DNA unwinding, red fluorescence kinetic read. Potency, µM (top dose mostly 57.3 µM), without a hit: at the highest dose activity, negative = inhibition, most hits filed as inhibitors. 240,000 compounds, 0.54% hits;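 further: plate controls were vehicle for no effect and no enzyme for full effect; nearly all actives have a fitted effect of over 30% in size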
Target sequence (P46063 whole entry, looked up): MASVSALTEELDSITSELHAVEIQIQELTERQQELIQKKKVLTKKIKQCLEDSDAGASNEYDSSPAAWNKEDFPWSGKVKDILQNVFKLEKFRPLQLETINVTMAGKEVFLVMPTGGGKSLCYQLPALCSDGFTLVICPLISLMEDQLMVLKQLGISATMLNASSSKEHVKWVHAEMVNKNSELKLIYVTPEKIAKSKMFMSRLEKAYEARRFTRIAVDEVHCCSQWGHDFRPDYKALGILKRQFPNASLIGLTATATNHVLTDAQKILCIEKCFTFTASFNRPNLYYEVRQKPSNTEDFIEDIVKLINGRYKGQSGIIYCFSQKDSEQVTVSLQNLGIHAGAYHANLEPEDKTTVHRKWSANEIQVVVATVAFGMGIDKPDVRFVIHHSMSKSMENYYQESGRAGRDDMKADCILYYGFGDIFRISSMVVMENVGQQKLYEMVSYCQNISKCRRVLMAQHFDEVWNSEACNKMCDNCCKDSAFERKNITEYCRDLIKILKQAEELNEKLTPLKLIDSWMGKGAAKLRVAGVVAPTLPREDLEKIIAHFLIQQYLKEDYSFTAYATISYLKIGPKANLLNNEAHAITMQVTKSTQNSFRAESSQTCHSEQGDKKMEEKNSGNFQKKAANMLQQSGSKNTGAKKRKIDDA
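RECQ1T1 50 nM; forked duplex (20 bp + 30-nt ss tails) 200 nM, ATP 2 mM final; pH 8.0, 2 mM MgCl2, 2.5 ug/ml poly(dI-dC); 15 min compound preincubation; discontinuous kinetic read over 2 h at RT.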
RGS12 GoLoco inh = qHTS Assay for Inhibitors of RGS12 GoLoco Motif Activity (Red Fluorophore) | Guanine nucleotide-binding protein G(i) subunit alpha-1 (Homo sapiens), P63096 | Potency, µM (titrated, usually from 61.6 µM), without a hit: at the highest dose activity, negative = inhibition, actives largely listed as inhibitors | 230,000 compounds, 0.44% hits | Gai1:RGS12 GoLoco peptide FP, rhodamine, 10 min; active means well fitted inhibition curve with a large enough effect, not every such curve was filed as active; inactive means no such curve, though single readings can be large or run the other way; further: on the % scale 0 is the no-effect control and ±100 the full control effect; nearly all actives have a fitted effect of over 30% in size; many of its hits are not listed in these tables
IMPase Li inh = qHTS Assay for Identifying the Cell-Membrane Permeable IMPase Inhibitors: Potentiation with Lithium; Potency, µM (series often up to 59.4 µM), inactives show at the top dose activity, negative = IMPase inhibition, most hits filed as inhibitors; 210,000 compounds, 0.35% hits; CHO-M1 cells, IP1 TR-FRET (IP-One), carbachol + lithium;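 further: IP1 builds up when IMPase is blocked and the TR-FRET signal falls; plate controls were basal vehicle for no effect and high inhibitor control for full effect; nearly all actives have a fitted effect of over 50% in size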
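CHO-M1, 2000 cells/well, 16–30 h culture; cpd + low Li+, 30 min 37C; lysis with d2-IP1/Eu-anti-IP1 Ab, 10 min RT; TR-FRET 665/620 ratio and 620 channel; AC50 via Hill.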
SMN2 splice enh = qHTS Assay for Enhancers of SMN2 Splice Variant Expression; HEK293 SMN2-luciferase splicing reporter, luminescence, 30-36 h; Potency, µM (top dose mostly 46.1 µM), for the others: at the highest dose activity change, positive = activation, most hits filed as activators; 210,000 compounds, 2.8% hits; further: % of control where 0% means no effect; nearly all actives have a fitted effect of over 55% in size
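qHTS luciferase splicing reporter: luminescence rises when SMN2 exon 7 is included in transfected HEK293 cells. Compound exposure lasted 30-36 h at 37C, with 4.5 mM final sodium butyrate as control, followed by a ONE-Glo read.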
NPSR antagonist = qHTS Assay for Antagonists of the Neuropeptide S Receptor: cAMP Signal Transduction | AID 1461, 2008 | Potency, µM (top dose mostly 38.3 µM), inactives show at the highest dose activity change, negative = inhibition, most hits filed as inhibitors | 220,000 compounds, 1% hits | CHO-NPSR cells, cAMP TR-FRET, antagonist mode; further: on the % scale 0 is the no-effect control and ±100 the full control effect; nearly all actives have a fitted effect of over 50% in size; many of its hits are not listed in these tables
Target sequence (Q6W5P4 whole entry, looked up): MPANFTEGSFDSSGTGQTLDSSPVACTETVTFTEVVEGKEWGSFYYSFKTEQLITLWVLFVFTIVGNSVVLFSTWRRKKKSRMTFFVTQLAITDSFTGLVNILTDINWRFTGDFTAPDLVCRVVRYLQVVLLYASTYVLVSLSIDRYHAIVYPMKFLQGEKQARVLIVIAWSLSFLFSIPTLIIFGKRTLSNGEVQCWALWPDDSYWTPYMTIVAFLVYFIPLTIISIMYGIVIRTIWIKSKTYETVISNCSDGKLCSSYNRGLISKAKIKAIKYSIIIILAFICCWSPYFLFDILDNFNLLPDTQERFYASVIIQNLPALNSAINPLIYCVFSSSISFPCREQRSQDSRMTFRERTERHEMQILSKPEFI
Epigenetic reg = Quantitative High-Throughput Screen for Regulators of Epigenetic Control | murine LDR cells, GFP reporter derepression, 30 h | Potency, µM (titrated, usually from 53.9 µM), for the others: at the highest dose GFP activation, actives largely listed as activators | 280,000 compounds, 0.2% hits | AID 1865, 2009; further: % of control where 0% means no effect; nearly all actives have a fitted effect of over 60% in size
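Reporter derepression read as number of fluorescent GFP-positive objects, 20-120 um in size, counted by laser-scanning cytometer. Mouse LDR line with an epigenetically silenced CMV-GFP locus; compound incubation 30 h, 37 C.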
KinaseGlo FLuc = Counterscreen for Luciferase (Kinase-Glo TM) Inhibition | Potency, µM (top dose mostly 38.3 µM), without a hit: at the highest dose activity change, negative = inhibition, hits mostly inhibitors | 200,000 compounds, 0.28% hits | Luciferin 4-monooxygenase (Photuris pensylvanica), Q27757 | AID 1379, 2008 | Kinase-Glo luciferase, ATP luminescence, 8 min; further: on the % scale 0 is the no-effect control and ±100 the full control effect; nearly all actives have a fitted effect of over 60% in size
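Inhibition of Kinase-Glo luciferase light generation was assessed at 10 uM ATP in pH 7.2 imidazole buffer, with luminescence measured after eight minutes at ambient temperature.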
KDM4E inh = qHTS Assay for Inhibitors of Human Jumonji Domain Containing 2E (JMJD2E). JMJD2E catalytic domain, FDH-coupled NADH fluorescence (FDH is formaldehyde dehydrogenase). Potency, µM (highest dose often 57.1 µM), inactives show at the top dose activity change, negative = inhibition, usual class: inhibitors. 230,000 compounds, 1.6% hits; active means well fitted inhibition curve with a large enough effect, not every such curve was filed as active; inconclusive means small, poorly fitted or top-dose-only effect, or another doubt; inactive means no such curve, though single readings can be large or run the other way;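 further: 0% = wells with enzyme and -100% = buffer wells without enzyme; nearly all actives have a fitted effect of over 50% in size; many of its hits are not listed in these tables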
* hit, by the source's call; i = inactive; ? = inconclusive; / = not tested or not shown; [ ] = remark or other dose. Unless noted, the call rests on the fitted dose curve; in most records, active means well fitted curve in the direction sought with a large enough effect; inconclusive means small, poorly fitted or top-dose-only effect, or another doubt; inactive means no such curve, though single readings can be large; an effect the other way counts as inactive or inconclusive. Potency means the concentration at half of the fitted maximal effect. A portion of the library, so the mix of outcomes need not match the whole.

The first 2 entries as a preview:
Structure,RECQ1 inh,RGS12 GoLoco inh,IMPase Li inh,SMN2 splice enh,NPSR antagonist,Epigenetic reg,KinaseGlo FLuc,KDM4E inh
Cn1c(C(=O)OC(C(=O)NCC2CCCO2)c2cccnc2)cc2sccc21 (stereo unspecified),-4%,1%,1%,/,-10%,0.1%,1%,0%
O=C(N/N=C/c1ccc([N+](=O)[O-])o1)c1cc(-c2ccc(-c3ccccc3)cc2)nc2ccccc12,7%,50%[activator],7%,2.5µM*,22%,-2.4%,11µM*,1%

The list itself, repeating the preview:
Structure,RECQ1 inh,RGS12 GoLoco inh,IMPase Li inh,SMN2 splice enh,NPSR antagonist,Epigenetic reg,KinaseGlo FLuc,KDM4E inh
Cn1c(C(=O)OC(C(=O)NCC2CCCO2)c2cccnc2)cc2sccc21 (stereo unspecified),-4%,1%,1%,/,-10%,0.1%,1%,0%
O=C(N/N=C/c1ccc([N+](=O)[O-])o1)c1cc(-c2ccc(-c3ccccc3)cc2)nc2ccccc12,7%,50%[activator],7%,2.5µM*,22%,-2.4%,11µM*,1%
Cc1cccc[n+]1CCCCCCCCCC[n+]1ccccc1C,-5%,19%,31%[activator],-31%[inhibitor],-14%,-0.3%,1%,10%
O=C(c1csnn1)N1CCC2(CCCN(c3cccc(-c4ccccc4)c3)C2)CC1,-26%,128%[activator],1%,3%,/,/,2%,/
CCS(=O)(=O)NCCc1cc2ccc(C)cc2[nH]c1=O,i,3%,4%[38.3 µM],-2%,-2%[46.1 µM],-1.1%,1%,?
CCCSc1nc(N)c(C#N)c(-c2ccc(C)cc2)c1C#N,-14%,7%,?,-8%,?,-0.8%,-1%,?
O=C(NCCN1CCOCC1)c1ccc(F)cc1,6%,6%,6%[38.3 µM],3%,-1%[46.1 µM],-1.0%,-1%,2%
COc1ccc(OC)c(C(=O)CSc2nnnn2C)c1,i,-6%,-8%[38.3 µM],1%,0%[46.1 µM],17%,-4%,8%
CCn1cc(CNC(=O)CC2C(=O)NCCN2CC(c2ccccc2)c2ccccc2)cn1 (stereo unspecified),-12%,-25%,0%,/,-14%,-0.1%,/,-11%
CCCCn1c(SCC(=O)Nc2cc(C)on2)nc2ccsc2c1=O,-4%,1%,?,-33%[inhibitor],?,-0.9%,2%,4%
CCOC(=O)C1=C(C)N(C)C(C)=C(C(=O)OCC)C1c1ccncc1,2%,2%,34%[38.3 µM],29%,-19%[46.1 µM],-1.0%,-2%,2%
N#CCSc1nnc(C2CCCCC2)n1Cc1ccccc1,-1%,-5%,1%[38.3 µM],-23%,8%[46.1 µM],1.5%,-2%,10%
CN(c1ccccc1C(=O)Nc1ccc(F)c(Cl)c1)S(C)(=O)=O,i,-1%,6%,-11%,4%,2.2%,0%,2%
O=C(CCC(=O)CCN1CCCCC1)CCN1CCCCC1,i,-1%,-7%[38.3 µM],10%,15%[46.1 µM],2.1%,12%,0%
Cc1cccc(-c2nnnn2-c2cccc(C)c2)c1,-1%,1%,36%[activator],-15%,-28%,10%,-3%,0%
CNC(=S)N1CCc2sccc2C1C (stereo unspecified),12%,11%,/,/,-31%,-0.7%,/,-4%
CCc1ccc2oc(=O)cc(CN3CCCCC3C)c2c1 (stereo unspecified),-7%,-3%,17%[38.3 µM],-24%,-26%[46.1 µM],-1.8%,1%,-21%
COc1ccc(CCNC(=O)CC2Nc3cc(C)c(C)cc3NC2=O)cc1OC (stereo unspecified),-3%,134%[activator],16%[38.3 µM],-30%,-11%[46.1 µM],1.9%,-3%,-5%
Oc1c(C=Nc2cccc3cccnc23)sc2ccccc12,-14%,0%,31%[activator][38.3 µM],-6%,-19%[46.1 µM],13%,10µM*,?
CS(=O)(=O)N1CCc2cc(-c3csc(NC(=O)Cc4cccs4)n3)ccc21,-1%,72%[activator],46%[activator][38.3 µM],/,?,-1.1%,2%,-9%
O=S(=O)(c1ccc(N2CCCC2)nc1)N1CCOCC1,i,4%,16%[38.3 µM],?,1%[46.1 µM],-0.1%,-5%,-2%
COc1ccc(C2CC(C(F)(F)F)n3ncc(C(=O)NCc4cccnc4)c3N2)cc1OC (stereo unspecified),-12%,3%,27%[38.3 µM],23%,-3%[46.1 µM],0.9%,1%,0%
COc1ccc(S(=O)(=O)N2CCC(C(=O)NCC3CCCO3)CC2)cc1OC (stereo unspecified),i,9%,/,/,-13%,-1.0%,/,3%
Fc1ccccc1Cc1noc(CN2CCN(C/C=C/c3ccccc3)CC2)n1,i,-1%,10%,/,53%,-1.1%,/,-2%
O=C(c1ccc(-c2cccc(Cl)c2)o1)N1CCN(c2ccc([N+](=O)[O-])cc2)CC1,-7%,7%,8%,-14%,-8%,16%,0%,3%
O=C1S/C(=C/c2ccccc2F)C(=O)N1CCN=C1NS(=O)(=O)c2ccccc21,-7%,7%,14%,3%[1.84 µM],1%,3.8%,2%,1%
CCNC(=S)NNC(=O)c1ccncc1,4%,7%,2%,14%,5%,-0.8%,-1%,-4%
CCc1cc(=O)oc2cc(OCC(=O)OC)c(Cl)cc12,-12%,6%,15%[38.3 µM],3%,-12%[46.1 µM],0.0%,-2%,?
Cn1c(COc2ccccc2)nnc1SCc1nc2ccccc2[nH]1,-5%,8%,1%[38.3 µM],18%,-10%[46.1 µM],-1.1%,3%,5%
CCOc1ccc(NC(=O)Nc2ccccc2SC)cc1,-4%,4%,2%,/,13%,3.4%,11µM*,-2%
CCc1[nH]nc2c1C(c1ccc(C)o1)C(C#N)=C(N)O2 (stereo unspecified),-9%,0%,1%,/,-11%,-1.1%,0%,1%
CC(C)(C)OCC(NC(=O)C(CC(N)=O)NC(=O)OC(C)(C)C)C(=O)OC(C)(C)C (stereo unspecified),1%,0%,-8%[38.3 µM],9%,-3%[46.1 µM],-0.2%,-3%,-1%
CCN(C(=O)c1cc(Cl)ccc1OC)C1CCCCC1,-9%,9%,33%[activator][38.3 µM],0%,-17%[46.1 µM],0.0%,-1%,4%
CCOC(=O)CN1C(=O)C(O)=C(C(C)=O)C1c1ccccc1 (stereo unspecified),-2%,9%,23%[38.3 µM],20%,-2%[46.1 µM],-1.0%,-5%,-13%
COc1ccc(Cl)cc1NC(=S)NCCc1c[nH]c2ccccc12,-21%,1%,-13%[38.3 µM],-14%,?,0.0%,2%,0%
COCc1cc(C)nc(SCC(=O)Nc2cccc3cccnc23)c1C#N,8%,10%,4%,-28%,6%,5.9%,4%,-2%
CC(C)Sc1nnc(NC(=O)CCc2ccccc2)s1,-1%,-3%,-8%,12%,1%,-0.2%,0%,-23%
CC(NC(=O)C1CCCC1)C1CC2CCC1C2 (stereo unspecified),2%,-31%,-8%,-13%,19%,1.0%,-4%,7%
COc1cc(S(=O)(=O)N2CCN(c3ccc(F)cc3)CC2)ccc1Cl,-7%,-9%,6%[38.3 µM],-18%,-22%[46.1 µM],-1.7%,-1%,6%
Nn1cnnc1SCC(=O)N(C1CCCCC1)C1CCCCC1,-14%,8%,1%,/,3%,-0.1%,-1%,10%
O=C(Nc1nccs1)Oc1ccccc1,-2%,-6%,1%[38.3 µM],-1%,0%[7.67 µM],-3.1%,-3%,12%
COc1ccc(NC(=O)CS(=O)CC(=O)NC2CCCc3ccccc32)cc1 (stereo unspecified),-14%,2%,7%[38.3 µM],11%,-8%[46.1 µM],0.0%,-3%,3%
CCc1cccc(C)c1NC(=O)C1CCCO1 (stereo unspecified),-19%,0%,6%[38.3 µM],-8%,-2%[46.1 µM],-1.1%,1%,4%
CC(=O)C(Cc1ccccc1)NC(=O)CCl (stereo unspecified),-7%,7%,-5%,/,17%,-0.3%,/,?
COc1ccc(/C(C)=N/NC(=S)NCCc2ccccc2)cc1,-19%,7%,11%,-10%,-58%,?,1%,-1%
CCCc1[nH]n(-c2ccc([N+](=O)[O-])cc2)c(=O)c1C=NCCN1CCNCC1,i,0%,14%,/,8%,2.1%,-3%,-4%
COCCCn1c(C)c(C(C)=O)cc(NC(=O)c2ccccc2)c1=O,-16%,7%,-8%,1%,3%,-1.4%,-3%,-6%
Cc1ccc(S(=O)(=O)CC(=O)NC(C)(C)C)cc1,i,7%,-8%,19%,-8%[46.1 µM],0.0%,1%,8%
OCCN(CCO)CC(O)Cn1c2ccccc2c2ccccc21 (stereo unspecified),-12%,3%,-15%[38.3 µM],-13%,18%[46.1 µM],1.6%,-3%,?
O=C(N/N=C/c1ccco1)C1CC(=O)N(c2ccccc2)C1 (stereo unspecified),4%,-3%,12%,3%,0%,-0.4%,0%,9%
O=C(CCl)NCCNC(=O)c1cc(OCC(F)(F)F)ccc1OCC(F)(F)F,-1%,0%,1%,-24%,-5%,5.3%,-3%,-5%
S=C(c1ccccc1)N(c1ccccc1)c1ccccc1,-2%,1%,22%[38.3 µM],-24%,-27%[46.1 µM],1.1%,-2%,5%
Cc1ccc(S(=O)(=O)N2C(=S)SCC2(C)C)cc1,-8%,-7%,-5%[38.3 µM],-18%,-19%[46.1 µM],1.6%,-3%,3%
COc1ccc([N+](=O)[O-])cc1NC(=O)COC(=O)c1ccc(O)cc1,-6%,0%,/,/,-27%,-0.2%,/,-5%
O=C(Nc1ccccc1)n1ccc(-c2ccc(-n3ccnc3)cc2)n1,-18%,10%,2%,?,0%,-0.2%,-18%,-2%

High-throughput results as filed in PubChem BioAssay.
